Hsp90 Hop PPI: qHTS Assay for Disrupters of an Hsp90 Co-Chaperone Interaction; Potency, µM (doses to about 57 µM), for inactives: at the top dose activity change, negative = inhibition; 71,000 compounds, 0.44% hits; AID 595, 2007; Hsp90 C-terminal peptide / TPR2A (Hop) interaction, human; AlphaScreen TPR2A-His6 binding biotin-Hsp90 C-terminal peptide; active = well fitted curve in either direction with a large enough effect; inconclusive = small, poorly fitted or top-dose-only effect, or another doubt; note: potency is the fitted concentration of half-maximal effect; % is set by controls: 0 for no effect and ±100 for the full control effect; many of its hits are not listed in these tables
15-hLO inh: qHTS Assay for Inhibitors of 15-hLO (15-human lipoxygenase); purified 15hLO-1, xylenol orange hydroperoxide absorbance; Potency, µM (top dose mostly 57.1 µM), without a hit: at the top dose activity change, negative = inhibition, most hits filed as inhibitors; 74,000 compounds, 1.4% hits; AID 887, 2007; note: potency is the fitted concentration of half-maximal effect; % is set by controls: 0 for no effect and ±100 for the full control effect; nearly all actives have a fitted effect of over 55% in size
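Quantitative HTS in 25 mM Hepes pH 7.5 containing 0.01% Triton X-100: human 15hLO-1 at 40 nM, arachidonic acid at 50 uM, 6 min turnover. Product quantified via ferrous oxidation/xylenol orange, 573:405 nm absorbance ratio.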
Texas Red fluor: qHTS Assay for Spectroscopic Profiling in Texas Red Spectral Region. 59,000 compounds, 0.06% hits. AID 587, 2007. max dye-equivalent concentration, M. Compound fluorescence, Texas Red channel, 547/618 nm; active compounds read high; in the data active = max dye-equivalent concentration above about 10 nM; inconclusive = between about 1.1 nM and that limit
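Fluorescence at ex 547/em 618 nm, normalized against an on-plate Texas Red standard series to give dye-equivalent concentration per compound concentration. Buffer 100 mM Tris, pH 8.0; 15 min RT incubation before CCD imaging.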
Pol III holo inh: qHTS Assay for Inhibitors of DNA Polymerase III Holoenzyme System | reconstituted DNA polymerase III holoenzyme replication, biochemical | Potency, µM (top dose mostly 57.1 µM), inactives show at the top dose activity change, negative = inhibition | 71,000 compounds, 0.25% hits | AID 603, 2007; note: potency is the fitted concentration of half-maximal effect; % is set by controls: 0 for no effect and ±100 for the full control effect
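Reconstituted *E. coli* holoenzyme (0.35 nM Pol III, 1 nM beta, 154 nM SSB, 2 nM primase) was preincubated with compound for 15 min at RT. Synthesis on 1.4 nM ssM13Gori ran 35 min, then was stopped with PicoGreen/EDTA and read as dsDNA fluorescence.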
CRE-bla Fsk: Cell signaling CRE-BLA (Fsk stim); CHO CRE-bla reporter (cAMP response element driving beta-lactamase), forskolin EC10, beta-lactamase ratio; Potency, µM (series often up to 38.2 µM), for the others: top-dose activity change, negative = inhibition, usual class: activators; 71,000 compounds, 2.5% hits; AID 662, 2007; active = well fitted activation curve with a large enough effect in the signal ratio, with a control signal flat, not every such curve was filed as active; inconclusive = small, poorly fitted or top-dose-only effect, or effect the other way, or a change in a side signal; the % refers to the signal ratio; note: potency is the fitted concentration of half-maximal effect; % of control where 0% means no effect
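CHO CRE-bla cells, overnight plating in Opti-MEM with 0.5% dialyzed FBS; cpd titration + EC10 NKH 477, 3 h 37 °C; CCF4 2 h RT; ex 405/em 460 vs 530 ratio → %Activity, AC50.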
Tau filament bind: qHTS Assay for Tau Filament Binding; recombinant tau filaments, thioflavin S fluorescence, 15 h; filaments grown with octadecylsulfate alongside compound; Potency, µM (top dose mostly 57.1 µM), without a hit: at the highest dose activity change, negative = inhibition; 71,000 compounds, 2% hits;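 note: potency is the fitted concentration of half-maximal effect; % is set by controls: 0 for no effect and ±100 for the full control effect; actives lower thioflavin S fluorescence by blocking filaments or displacing dye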
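His-tagged recombinant human tau (exons 2, 3 and 10 included), 1 uM, was induced to fibrillize by 30 uM sodium octadecylsulfate with compound present. After 15 h at 37 C, thioflavine S fluorescence (ex 450, em 510 nm) was read.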
HBB splicing: qHTS Assay for Modulators of Hemoglobin Beta Chain Splicing | HBB splicing reporter cell assay, activation; EGFP reporter with mutant IVS2-654 intron; response scale: normalised to 500 nM splice-correcting PNA | Potency, µM (series often up to 46.1 µM), for inactives: at the top dose activation, most hits filed as activators | 65,000 compounds, 0.06% hits; note: potency is the fitted concentration of half-maximal effect; 0% is about no effect
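HeLa cells stably expressing EGFP interrupted by mutant beta-globin intron 2 (IVS2-654), 500/well in 2% FCS. Treated with compound for 2 days at 37C. Splicing correction scored as total well GFP intensity (488 nm excitation, 500-520 nm emission); 500 nM antisense PNA served as control.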
Luciferase inh: qHTS Assay for Inhibitors of Firefly Luciferase | 72,000 compounds, 2.2% hits | Potency, µM (highest dose often 57.1 µM), for the others: at the top dose activity change, negative = inhibition, most hits filed as inhibitors | Luciferin 4-monooxygenase (Photinus pyralis), P08659 | AID 411, 2009 | purified firefly luciferase, luminescence, 8 min; note: potency is the fitted concentration of half-maximal effect; % is set by controls: 0 for no effect and ±100 for the full control effect; nearly all actives have a fitted effect of over 40% in size
Target sequence (P08659 whole entry, looked up): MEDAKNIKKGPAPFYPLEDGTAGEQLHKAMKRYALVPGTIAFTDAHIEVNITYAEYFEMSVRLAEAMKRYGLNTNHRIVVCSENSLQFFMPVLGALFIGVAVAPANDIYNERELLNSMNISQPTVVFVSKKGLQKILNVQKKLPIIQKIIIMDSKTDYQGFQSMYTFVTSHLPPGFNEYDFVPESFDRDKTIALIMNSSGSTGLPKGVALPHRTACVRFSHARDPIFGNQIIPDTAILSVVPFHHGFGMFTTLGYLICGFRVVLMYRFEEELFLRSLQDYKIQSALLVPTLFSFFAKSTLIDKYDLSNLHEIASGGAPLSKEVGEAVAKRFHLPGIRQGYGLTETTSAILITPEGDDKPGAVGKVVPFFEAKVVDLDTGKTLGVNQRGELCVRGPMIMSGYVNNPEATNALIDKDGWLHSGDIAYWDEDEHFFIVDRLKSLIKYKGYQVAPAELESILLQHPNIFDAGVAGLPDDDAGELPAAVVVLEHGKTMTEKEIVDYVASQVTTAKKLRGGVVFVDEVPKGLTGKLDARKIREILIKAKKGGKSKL
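Firefly luciferase (PKLight detection mix) with 10 uM ATP in pH 7.2 imidazole buffer (KCl, MgCl2, Tween 20, BSA). Compounds tested across a concentration series (qHTS). Luminescence read after 8 min at ambient temperature.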
ERK AVP inh: qHTS Assay for Inhibitors of the ERK Signaling Pathway using a Homogeneous Screening Assay. HEK293-V1b, vasopressin-stimulated pERK AlphaScreen. Potency, µM (series often up to 57.5 µM), for the others: at the highest dose activity, negative = inhibition, usual class: inhibitors. 72,000 compounds, 0.99% hits. AID 995, 2007; note: potency is the fitted concentration of half-maximal effect; % is set by controls: 0 for no effect and ±100 for the full control effect; nearly all actives have a fitted effect of over 55% in size
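Overnight-seeded V1b-HEK293 cells in 1% FBS got compound, then vasopressin (25 nM final, 5 min, 37C), then lysis buffer. AlphaScreen detection of phospho-ERK; activity normalized to basal and full-stimulation controls.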
Rhodamine fluor: qHTS Assay for Spectroscopic Profiling in Rhodamine Spectral Region. Rhodamine-region fluorescence, 547/598 nm, Tris buffer; active compounds read high. AID 594, 2007. 59,000 compounds, 0.05% hits. max dye-equivalent concentration, M; in the data active = max dye-equivalent concentration above about 11 nM; inconclusive = between about 1.1 nM and that limit
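Read-out is relative fluorescence at 547 nm excitation and 598 nm emission, expressed as dye-equivalent concentration using rhodamine standards on every plate. Each compound was profiled across a concentration series after 15 min in 100 mM Tris, pH 8.0.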
HADH2 inh: qHTS Assay for Inhibitors of HADH2 (Hydroxyacyl-Coenzyme A Dehydrogenase, Type II) | Potency, µM (titrated, usually from 57.1 µM), inactives show at the highest dose activity change, negative = inhibition, usual class: inhibitors | 3-hydroxyacyl-CoA dehydrogenase type-2 (Homo sapiens), Q99714 | 73,000 compounds, 3.4% hits | recombinant HADH2, NADH fluorescence, beta-hydroxybutyryl-CoA | AID 886, 2007; note: potency is the fitted concentration of half-maximal effect; % is set by controls: 0 for no effect and ±100 for the full control effect; nearly all actives have a fitted effect of over 60% in size; many of its hits are not listed in these tables
Target sequence (Q99714 whole entry, looked up, one chain of several): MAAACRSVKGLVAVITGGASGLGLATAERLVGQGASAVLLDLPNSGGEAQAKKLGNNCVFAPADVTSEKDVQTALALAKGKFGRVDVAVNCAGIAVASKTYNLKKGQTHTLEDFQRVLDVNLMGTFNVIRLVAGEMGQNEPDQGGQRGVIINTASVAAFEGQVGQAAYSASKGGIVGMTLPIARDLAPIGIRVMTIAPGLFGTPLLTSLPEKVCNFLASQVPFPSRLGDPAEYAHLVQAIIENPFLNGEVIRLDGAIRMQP
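Activity measured as NADH fluorescence gain (360/450 nm), taken as the change between first and last reads of a 4-min kinetic run. Conditions: pH 9.0 Tris buffer, 20 nM E. coli-expressed His-tagged enzyme, 1 mM NAD+, 90 uM beta-hydroxybutyryl-CoA; 15-min compound preincubation.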
* hit, by the source's call; i = inactive; ? = inconclusive; nt = not tested or not shown; [ ] = remark or other dose. Unless noted, calls come from the whole dose curve; as a rule, active = well fitted curve in the direction sought with a large enough effect; inconclusive = small, poorly fitted or top-dose-only effect, or another doubt; inactive = no such curve, though single readings can be large; an effect the other way counts as inactive or inconclusive.

SMILES | Hsp90 Hop PPI | 15-hLO inh | Texas Red fluor | Pol III holo inh | CRE-bla Fsk | Tau filament bind | HBB splicing | Luciferase inh | ERK AVP inh | Rhodamine fluor | HADH2 inh
COc1ccc(Cl)cc1C(=O)CSc1nc(N)cc(N)n1 | ? | -3% | i | 1% | 20% | -6% | 0.8% | -26% | 80%[activator] | i | 5%
COc1ccc(C)cc1S(=O)(=O)Nc1ccccc1C | -5% | 13% | i | -3% | -14% | -13% | -1.2% | 2% | 4% | i | 6%
CS(=O)(=O)N1CCC[C@@]2(CCN(C(=O)Nc3ccccc3)C2)C1 | -1% | -3% | i | -2% | -6% | 1% | 1.2% | -1%[11.4 µM] | 10% | i | -7%
O=C(c1csnn1)N1CCC[C@@]2(CCN(Cc3cc(C(F)(F)F)cc(C(F)(F)F)c3)C2)C1 | -5% | -8% | i | -1% | -8% | -10% | 2.8% | 1%[11.4 µM] | -6% | i | -4%
CN1CCN(C(=O)C2CC(c3c(F)cccc3Cl)=NO2)CC1 (stereo not given) | 1% | 1% | ? | 4% | 2% | 4% | -2.5% | 0% | 14% | i | 1%
COC(=O)c1ccc(C(=O)OC)c(NC(=O)Nc2ccc3c(c2)OCO3)c1 | -1% | -1% | i | -6% | 1% | 104% | 4.4% | -16% | 6% | i | 5%
Cc1nc(N2CCN(C(=O)c3ccco3)CC2)c2oc3ccccc3c2n1 | -3% | -11% | i | -1% | 4µM* | 80% | 2.6% | -2% | ? | i | -5%
COc1ccc(-c2[nH]nc3c2C(c2ccccc2OC(=O)N2CCOCC2)C(C#N)=C(N)O3)cc1 (stereo not given) | -5% | -2% | ? | -5% | 14% | -2% | -0.7%[0.369 µM] | 2% | ? | i | 1%
CCOc1ccc(N(CC(=O)Nc2ccc(C)cc2)S(=O)(=O)c2c(C)noc2C)cc1 | -4% | 0% | nt | -4% | 4% | 387% | -0.3% | 1% | -16% | nt | -1%
O=C(CSc1nncc2ccccc12)N1CCOCC1 | -1% | 3% | i | 0% | -29% | 4% | -0.9% | 0% | 9% | i | -11%
Cc1cc(C)cc(NC(=O)CSc2nnc(Cc3cccn3C)n2-c2ccc(F)cc2)c1 | -5%[2.3 µM] | -23% | nt | -2% | -15% | 36% | -0.7% | 2% | ? | nt | -12%
c1cc(-c2nc3cc(Cc4ccc5oc(-c6ccncc6)nc5c4)ccc3o2)ccn1 | -3% | 4% | i | -7% | 6% | -7% | nt | -2% | -6% | i | 7%
Cc1cccc(CNc2ncnc3ccc(-c4cccnc4)cc23)c1 | -10% | ? | i | 5% | ? | 23% | 0.3% | -3%[2.29 µM] | 2µM* | i | -13%
CCOC(=O)CN(C(=O)CSc1nnc(-c2cccc(OC)c2)o1)c1ccc(F)cc1 | -1% | -13% | i | -6% | 13% | 1% | nt | -1% | 6% | i | -11%
COC(=O)[C@@]1(Cc2ccccc2)[C@H]2c3cc(C(=O)N(C)C)n(Cc4ccccn4)c3C[C@H]2CN1C(=O)c1ccccc1 | -7% | nt | nt | 13% | -14% | 2% | -0.1% | nt | -15% | nt | -6%

Brought forward from above: 2 entries; new compounds follow.
SMILES | Hsp90 Hop PPI | 15-hLO inh | Texas Red fluor | Pol III holo inh | CRE-bla Fsk | Tau filament bind | HBB splicing | Luciferase inh | ERK AVP inh | Rhodamine fluor | HADH2 inh
CCOC(=O)CN(C(=O)CSc1nnc(-c2cccc(OC)c2)o1)c1ccc(F)cc1 | -1% | -13% | i | -6% | 13% | 1% | nt | -1% | 6% | i | -11%
COC(=O)[C@@]1(Cc2ccccc2)[C@H]2c3cc(C(=O)N(C)C)n(Cc4ccccn4)c3C[C@H]2CN1C(=O)c1ccccc1 | -7% | nt | nt | 13% | -14% | 2% | -0.1% | nt | -15% | nt | -6%
CC(C)CNc1cc(Cl)c(S(=O)(=O)NCC(C)C)cc1C(=O)O | 4% | 4% | nt | -4% | 1% | 6% | -1.9% | 4% | 13% | nt | 3%
Cc1cc(Cl)c(S(=O)(=O)NCc2ccncc2)cc1OCC(N)=O | -4% | -1% | ? | -6% | -5% | 2% | 0.2% | 0% | -10% | i | -15%
Cc1ccc(S(=O)(=O)N(C)CCCC(=O)N2CCN(C=O)CC2)cc1 | 1% | -2% | i | -2% | 6% | 13% | -0.3% | 3% | -7% | i | 8%
CSc1ccc(-c2nnn(CC(=O)NCc3ccccc3)n2)cc1 | 2% | -1% | i | -5% | -4% | 115% | 6.8% | 3% | 3% | i | 2%
Cc1cc(C)n(Cc2nc3ccccc3n2C)n1 | 1% | 9% | nt | 2% | -6% | 8% | -1.2% | 0% | -1% | nt | 6%
Cc1ccc(-n2nc(C)c3c2OC(N)=C(C#N)C3c2ccoc2)cc1 (stereo not given) | -15% | -17% | i | -1% | -10% | 32µM* | nt | -4% | -10% | i | ?
CCOCCCNC(=O)C1CCN(S(=O)(=O)N(CC(C)C)CC(C)C)CC1 | 4% | 3% | i | -1% | ? | 4% | -4.4% | 2% | 6% | i | 3%
O=C(C1CCCO1)N(Cc1ccccc1)c1ccccc1 (stereo not given) | -5% | 13% | i | -4% | -2% | -5% | -1.2% | 1% | -18% | i | 4%
O=C(c1oc2ccccc2c1N1CCCCC1)N1CCCCC1 | -1% | -1% | i | 0% | -8% | -9% | 1.4% | -1% | -17% | i | 5%
O=C(NCc1ccc(Cl)cc1)c1cc(-c2ccco2)on1 | -1% | -10% | i | -5% | -4% | -26% | -2.7% | -1% | 31%[activator] | i | 7%
C=CCn1c(/N=C/c2ccc(N(C)C)cc2)nc2ccccc21 | -8% | 5% | i | -1% | 6% | -1% | 0.7% | 4µM* | 6% | i | -11%
O=C(N1CCN(Cc2ccccc2)CC1)C12CC3CC(CC(C3)C1)C2 | -1% | -5% | ? | 4% | -7% | 3% | 0.0% | -35% | 0% | i | 10%
CCCN1C(=O)SC(CC(=O)Nc2ccccc2)C1=O (stereo not given) | -3% | -1% | ? | 47% | ? | 4% | -6.5% | 3% | 12% | i | -8%
CC(C)(CC(=O)N1CCN(c2ccc(Cl)cc2)CC1)CC1=NS(=O)(=O)c2ccccc2N1 | -7% | -17% | i | -1% | ? | 55% | -2.5% | 1% | 10% | i | -2%
COC(=O)c1noc(-c2ccc(OC)cc2)n1 | -1% | -1% | i | 0% | 1% | -1% | 5.2% | -1% | -10% | i | 3%
Cc1ccnc(NS(=O)(=O)c2ccc(NC(=O)C3CCCNC3=O)cc2)n1 (stereo not given) | 0% | 0% | i | 3% | ? | 0% | 2.6% | 1% | -14% | i | 6%
O=C(COC(=O)CNC(=O)c1ccco1)NCCN1C(=O)CSC1=O | -2% | -18% | i | 3% | ? | -2% | -2.3% | 1% | -3% | i | 6%
COC(=O)c1sc2ccccc2c1NC(=O)c1cccs1 | ? | -13% | i | 2% | 10% | 14% | -0.2% | -1% | 7% | i | 2%
N#C[C@H](c1ccccc1)N1CCCN([C@@H](C#N)c2ccccc2)C1c1ccccc1O (stereo not given in full) | -8%[11 µM] | -13%[11.4 µM] | i | 9%[11.4 µM] | -9%[7.6 µM] | 1%[11.4 µM] | -0.8%[9.22 µM] | 2%[11.4 µM] | 21%[11.5 µM] | i | 8%[11.4 µM]
Cc1cc2ccccc2c(=O)n1CC(=O)NC1CCCCCC1 | -2% | -22% | i | -1% | 1% | 24% | 0.5% | 0% | 10% | i | -3%
O=c1c2ccccc2nc2n1-c1ccccc1CCC2 | -5% | 10% | i | -2% | 3% | 0% | -0.4% | 0% | -20% | i | -3%
CCCn1c(=NC(=O)c2ccncc2)c(C#N)cc2c(=O)n3cccc(C)c3nc21 | -1% | 5% | i | -4% | 1µM* | 338% | 0.7%[1.84 µM] | 1% | -4% | i | -6%
CCOC(=O)CCNCC1COc2ccccc2O1 (stereo not given) | 2% | 10% | i | -4% | -1% | -2% | nt | 1% | -1% | i | -2%

An excerpt; rates above refer to the full screens.
